Compound activity deposited in PubChem BioAssay by several laboratories.
PPARg SRC1 recr: PPARgamma agonists recruiting SRC-1 coactivator, primary screen, biochemical. PPARgamma-SRC-1 coactivator recruitment biochemical assay. actives 0.41% (n = 200,000). activation, % at 8 µM. Peroxisome proliferator-activated receptor gamma (Homo sapiens), P37231. AID 631, 2007; in the data active means activation above about 19%;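 further: 0% = DMSO and 100% = reference agonist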
Target sequence (P37231 whole entry, looked up): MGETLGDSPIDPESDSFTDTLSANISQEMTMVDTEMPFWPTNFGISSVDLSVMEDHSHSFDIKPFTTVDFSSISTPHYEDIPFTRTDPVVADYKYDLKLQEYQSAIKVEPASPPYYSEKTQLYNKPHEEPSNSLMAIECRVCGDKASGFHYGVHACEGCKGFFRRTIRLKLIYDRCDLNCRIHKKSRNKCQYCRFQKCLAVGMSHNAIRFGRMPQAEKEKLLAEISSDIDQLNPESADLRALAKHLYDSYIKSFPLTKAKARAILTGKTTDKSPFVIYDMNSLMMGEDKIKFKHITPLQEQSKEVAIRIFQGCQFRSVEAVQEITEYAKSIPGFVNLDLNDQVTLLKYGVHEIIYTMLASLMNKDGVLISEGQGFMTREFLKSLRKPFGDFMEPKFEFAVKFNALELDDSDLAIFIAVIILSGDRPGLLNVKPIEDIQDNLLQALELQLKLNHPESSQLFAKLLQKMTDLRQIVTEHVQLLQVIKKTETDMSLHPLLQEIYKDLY
RAM inhibit: inhibitors of the yeast RAM network, primary screen, dse1pr::URA3 reporter, 5-FOA selection; actives 1.8% (n = 190,000); AID 868, 2007; S. cerevisiae dse1pr::URA3 reporter, 5-FOA growth OD615, 2 d; analog-sensitive cbk1-as2 kinase mutant strain; inhibition, % at 50 µM;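 active means inhibition above a set limit, 3 SD over mean compound inhibition, cut at about 8.4% in these data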;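 further: 0% = DMSO-only wells with no growth and 100% = 10 µM 1-NA-PP1 full growth; inhibition rescues growth on 5-FOA so higher OD means more RAM inhibition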
Lmaj promast: Leishmania major promastigote growth inhibition, primary screen. Leishmania major promastigotes, resazurin fluorescence viability. inhibition, % at 10 µM. actives 9% (n = 200,000). AID 1063, 2008; in the data active means inhibition above about 50%;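 further: promastigotes grown with compound for 44 hours at 28 °C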
TR-FRET SRC-2 ct: TR-FRET signal artefacts, primary screen, artefact control for PPARgamma SRC-2 agonist project, biochemical; TR-FRET artefact counter-screen; active compounds read high; TR-FRET ratio at 8 µM; actives 0.4% (n = 200,000); in the data active means TR-FRET ratio above about 2000; further: inactives centre near 1500
ROMK mod: ROMK potassium channel modulators, primary screen, cell-based, thallium flux, MLSMR library; ATP-sensitive inward rectifier potassium channel 1 (Homo sapiens), P48048; Tet-inducible ROMK, thallium flux fluorescence; actives lie on both sides; B-score at 10 µM; actives 2% (n = 130,000); AID 1918, 2009;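 active means signal ratio slope over the read window, or its plate-corrected B-score, at least 3 SD from the plate mean, either direction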;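 further: B-score of the F/F0 ratio slope over 7 to 12 s after thallium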
bIAP inh: bovine intestinal alkaline phosphatase inhibitors, primary screen, selectivity assay for TNAP inhibitor project, biochemical, bovine IAP, CDP-star luminescence. purified bovine IAP, 30 min. inhibition, % at 20 µM. 190,000 tested, under 10 active;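 active means over 50% inhibition of intestinal alkaline phosphatase at 20 µM in the single-dose screen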
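System: Purified bovine intestinal alkaline phosphatase (IAP) enzyme | Input: IAP diluted 1/65,000,000 in the well | Also added: CDP-star chemiluminescent phosphatase substrate, 30 µM final | Dosing: 20 µM single dose | Times: Enzyme reaction for 30 min at room temperature | Detection: Luminescence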
Redox H2O2 prof: compounds producing H2O2 with reducing agent – biochemical, NIH compound library profiling, artefact control for MLSCN library redox annotation, primary screen; DTT-dependent redox cycling H2O2, phenol red/HRP absorbance; 100% = 100 µM peroxide control, 0% = buffer; activation, % at 10 µM; actives 0.03% (n = 200,000); AID 878, 2007;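 active means activation of at least 50% relative to the plate's high and low controls in the primary single-dose screen; inactive means activation below 50%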;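 further: compound incubated with DTT at 0.8 mM final as the reducing agent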
S1P3 antag: S1P3 receptor antagonists, primary screen, cell-based | actives 0.27% (n = 170,000) | Sphingosine 1-phosphate receptor 3 (Homo sapiens), Q99500 | inhibition, % at 4.98 µM | CHO S1P3 NFAT-BLA reporter, FRET fluorescence, antagonist mode | AID 485, 2006;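 active means inhibition above the plate cutoff, the mean inhibition of test wells on that plate plus 3 SD, cut at about 28% in these data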;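 further: cells challenged with S1P at its EC80 of 0.8 µM; blue over green emission ratio from cleaved BLA substrate after 4 h stimulation; 0% = S1P-stimulated wells and 100% = unstimulated DMSO-only wells; some compounds past the cut are filed as inactive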
Target sequence (Q99500 whole entry, looked up): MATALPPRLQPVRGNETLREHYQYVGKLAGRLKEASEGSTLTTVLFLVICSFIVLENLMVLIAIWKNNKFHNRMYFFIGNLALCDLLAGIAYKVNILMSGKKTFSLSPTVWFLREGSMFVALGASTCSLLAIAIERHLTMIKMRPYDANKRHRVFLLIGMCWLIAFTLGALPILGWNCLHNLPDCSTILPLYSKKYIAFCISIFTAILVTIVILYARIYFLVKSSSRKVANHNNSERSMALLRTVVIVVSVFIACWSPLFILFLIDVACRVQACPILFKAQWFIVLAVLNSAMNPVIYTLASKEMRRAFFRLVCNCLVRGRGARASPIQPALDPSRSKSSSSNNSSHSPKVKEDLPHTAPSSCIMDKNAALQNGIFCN
Efa HMGR inh: inhibitors of E. faecalis class II HMGR, primary screen, biochemical, Enterococcus faecalis. HMG-CoA reductase (Enterococcus faecalis, mvaE). purified E. faecalis HMGR, NADPH absorbance 340 nm kinetic. actives 0.41% (n = 190,000). inhibition, % at 10 µM. AID 1066, 2008;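 active means inhibition above a set limit, the median over all tested compounds plus 3 SD, cut at about 9.5% in these data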;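 further: enzyme runs in reverse so mevalonate oxidation gives rising NADPH absorbance; 0% = complete reaction with DMSO and 100% = background rate lacking mevalonate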
PPARg SRC-3 ag: PPARgamma agonists recruiting SRC-3 coactivator, primary screen, biochemical | Peroxisome proliferator-activated receptor gamma (Homo sapiens), P37231 | biochemical PPARgamma/SRC-3 coactivator recruitment assay | activation, % at 8 µM | actives 0.26% (n = 200,000) | AID 731, 2007; in the data active means activation above about 23%;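 further: 0% = DMSO and 100% = reference agonist; some compounds past the cut are filed as inactive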
PPARg SRC-2 ag: agonists of PPARg-SRC-2 recruitment, primary screen, biochemical, HTS; activation, % at 8 µM; actives 0.34% (n = 200,000); Peroxisome proliferator-activated receptor gamma (Homo sapiens), P37231; PPARgamma LBD-SRC-2 recruitment; in the data active means activation above about 22%;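 further: 0% = vehicle and 100% = reference agonist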
Numbers without * were called inactive; · = not tested or not shown. Rows are unselected; any-hit rate near 13%.

SMILES | PPARg SRC1 recr | RAM inhibit | Lmaj promast | TR-FRET SRC-2 ct | ROMK mod | bIAP inh | Redox H2O2 prof | S1P3 antag | Efa HMGR inh | PPARg SRC-3 ag | PPARg SRC-2 ag
Cc1ccc(Cl)cc1NC(=O)Cn1cc(C(F)(F)F)cc(Cl)c1=O | -9 | 0.3 | -4 | 1570 | -0.022 | -5 | -0.3 | -6 | 0 | -6 | 0
Cc1ccc(NC(=O)c2ccc(-n3cccn3)c([N+](=O)[O-])c2)cc1 | -1 | 1.5 | -2 | 1564 | · | 8 | 11 | · | 0 | -3 | 9
O=C(OCc1cc(Cl)ccc1OC(F)F)c1cc(S(=O)(=O)O)ccc1O | 2 | 0.5 | -11 | 1591 | 1 | · | -0.2 | 3 | -5 | 2 | 0
NC(CCC(=O)O)C12CC3CC(CC(C3)C1)C2 (centres undefined) | -9 | 1.3 | -3 | 1709 | 2.5* | -10 | -1.0 | -29 | -1 | 3 | -6
O=C1N=c2ccccc2=C1c1[nH]c(=S)[nH]c1O | 4 | -0.5 | -3 | 1631 | · | · | 0.3 | 3 | -4 | -1 | -3
O=C(NCC1CCCO1)NC12CC3CC(CC(C3)C1)C2 (centres undefined) | 5 | 0.8 | -10 | 1539 | · | -4 | -2.6 | 16 | 1 | -2 | 9
COc1ccccc1N(CC(O)Cn1ccnc1C)S(=O)(=O)c1ccccc1 (centres undefined) | -5 | 1.2 | 13 | 1485 | -0.0052 | -13 | -2.0 | -17 | -2 | -3 | 0
Cc1cc(C)n2c(SC/C(O)=C(\C#N)c3nc4ccccc4[nH]3)nnc2n1 | 0 | 0.3 | -2 | 1513 | · | -20 | -0.8 | -16 | -3 | 19 | 15
O=C(NCc1ccccn1)c1cc2n(n1)C(C(F)(F)F)CC(c1ccco1)N2 (centres undefined) | -1 | 0.0 | -2 | 1352 | · | 0 | 2.6 | 2 | -1 | -11 | -11
CC1CCCN(CCOCCOc2ccc(Cl)cc2Br)C1 (centres undefined) | 3 | 2.0 | 98* | 1440 | -2.6 | -2 | 3.1 | · | -3 | -5 | -5
Cc1nc(NC2=NCN(CC3CCCO3)CN2)nc2ccccc12 (centres undefined) | 10 | · | 1 | 1649 | · | · | 0.7 | -15 | · | 11 | 16
Cc1cccc(NC(=O)/C(=C\c2ccco2)NC(=O)c2cccs2)c1 | 1 | 3.4 | 0 | 1414 | 0.016 | 10 | 1.9 | · | -4 | 2 | 4
CC(O)CNCCOc1cccc(Oc2ccccc2)c1 (centres undefined) | -1 | 0.1 | 96* | 1586 | -1.9 | -7 | 0.0 | -6 | -1 | 6 | 4
CCn1c(=O)cc(OCC(=O)NCCC(C)C)c2ccccc21 | 7 | 0.2 | -3 | 1800 | · | 10 | -1.2 | 7 | -12 | 7 | 6
Cc1cc(C)nc(N(C#N)CC(=O)N(c2ccccc2)C(C)C)n1 | 10 | -0.5 | -5 | 1628 | 0.26 | 6 | -1.2 | · | 1 | 0 | 2
O=C(O)c1ccc(CNCc2ccc(Cl)cc2)cc1 | -6 | -0.4 | 1 | 1562 | · | 10 | 0.9 | 5 | -5 | -1 | -8
COC(=O)c1ccccc1OC(=O)c1cccnc1 | 8 | 2.2 | -7 | 1673 | 0.32 | 2 | 0.3 | · | 0 | 10 | 0
CCC(=O)N1CCc2cc(S(=O)(=O)CCC(=O)NCCC3=CCCCC3)ccc21 | 2 | 0.3 | 12 | 1723 | · | -6 | -0.1 | -3 | -1 | 3 | -6
COc1cc(C(=S)N2CCCC2)cc(Cl)c1OCC(=O)Nc1ccc(C)cc1C | 1 | 2.6 | 3 | 1777 | -0.089 | -16 | -0.3 | 9 | -4 | 7 | 18
O=C(NCc1cccnc1)C1CC(=O)N(c2ccc(F)cc2)C1 (centres undefined) | 17 | 0.4 | -5 | 1599 | · | 4 | -1.7 | -29 | 2 | 10 | 6
CC(=O)NS(=O)(=O)c1ccc(NC(=S)NC(=O)CC(C)C)cc1 | -14 | 0.6 | -3 | 1624 | · | 13 | -0.5 | -9 | 2 | 0 | -1
C[N+]1(CC(O)COc2ccccc2)CCN(C(=O)c2ccc([N+](=O)[O-])cc2)CC1 (centres undefined) | -1 | 1.4 | 32 | 1599 | · | 3 | -0.6 | 2 | -1 | -1 | 6
CCOC(=O)N1CCC(NC(=O)C2CCN(S(=O)(=O)c3cnc[nH]3)CC2)CC1 | 7 | 0.0 | -9 | 1636 | · | -1 | -3.2 | -24 | -1 | -1 | 10
C/C(=N\NC(=O)c1ccc([N+](=O)[O-])cc1Cl)c1ccccc1 | 2 | 0.1 | 5 | 1492 | -0.023 | -5 | -0.4 | -4 | 3 | 4 | -1
O=C(Nc1ccc(OCC(=O)N2CCOCC2)cc1)Nc1cccc2ccccc12 | 5 | 0.8 | -3 | 1511 | -0.69 | -1 | -0.6 | -12 | -4 | 1 | 0
COc1ccc(C(=O)NCc2cccnc2)cc1OC | -1 | -0.6 | 3 | 1521 | · | 6 | 0.1 | 16 | -2 | -2 | 3
Cc1cc(SCC(=O)c2ccccc2)n2nc(C)nc2n1 | 8 | 1.0 | 0 | 1574 | · | 7 | 0.5 | -29 | -1 | 6 | 0
Cc1ccc(C(=O)Nc2cc3ccccc3oc2=O)cc1 | -6 | 4.0 | -6 | 1490 | 0.033 | -2 | -0.5 | 2 | -5 | 0 | 0
CN1CCN(c2ccc([N+](=O)[O-])cc2S(=O)(=O)N2CCOCC2)CC1 | -1 | 1.4 | -5 | 1507 | · | 4 | -4.6 | · | -1 | 1 | 0
CCOC(=O)C1(Cc2ccc(Cl)cc2)CCN(C(=O)c2cc(C)nc(C)n2)CC1 | 2 | 1.2 | 7 | 1536 | · | -3 | -1.1 | -4 | 5 | 4 | 8
Cc1ccccc1NC(=O)N1CCCC(c2nc(-c3ccc(C(C)C)cc3)no2)C1 (centres undefined) | 3 | 1.1 | 85* | 1584 | · | 3 | 3.4 | 13 | 1 | 6 | 3
N#Cc1c(N)sc(=S)c2c1CCCC2 | 12 | 1.2 | -3 | 2023* | -3.6 | 14 | 0.1 | 1 | 0 | 21 | 19
CC(C)(C)OC(=O)NCCc1nnc(SCC(=O)c2ccc(Cl)cc2)o1 | 2 | 7.3 | -5 | 1392 | -1.3 | 3 | 0.2 | -27 | -2 | 11 | -3
CCNC(=O)CP(=O)(c1ccccc1)c1ccccc1 | -4 | 3.1 | -7 | 1410 | · | 2 | -0.8 | -27 | -5 | -5 | -2
CC(C)CCN1CCN(Cc2cccc3cccnc23)CC1CCO (centres undefined) | 6 | 0.6 | 41 | 1718 | -1.3 | 0 | -1.0 | 0 | -5 | 7 | 1
CCc1ccc(C2C(C#N)=C(N)N(N(C)C)C3=C2C(=O)CCC3)s1 (centres undefined) | 5 | 0.5 | 24 | 1420 | 0.2 | 8 | 0.2 | -14 | 4 | 0 | -4
O=C(CSc1ccc(-c2ccc(F)cc2)nn1)NCC1CCCO1 (centres undefined) | 5 | 0.2 | 2 | 1376 | -2.7 | 0 | 0.3 | -8 | 1 | 2 | -2
CCc1ccccc1NC(=O)c1ccc([N+](=O)[O-])s1 | 1 | 2.5 | 100* | 1810 | -1.2 | 1 | -0.4 | -20 | 1 | 8 | 1
NS(=O)(=O)c1cccc(NC(=O)COC(=O)/C=C/c2ccco2)c1 | 2 | 0.4 | -6 | 1439 | 1.2 | 6 | -0.1 | -12 | 0 | 3 | -5
Cc1ccc(Nc2c(-c3ccccn3)nc3cccc(C)n23)cc1 | 2 | 1.4 | 101* | 1559 | -1.3 | 28 | -0.3 | 28 | -4 | 8 | 6
COc1cc(C(=O)NCC(=O)N/N=C(/C)c2cccs2)cc(OC)c1OC | -4 | -1.3 | 65* | 1410 | 0.086 | 0 | 0.2 | 4 | -9 | -2 | -11
Cc1cccc(-c2noc(Cc3ccccc3)n2)c1 | 14 | 0.7 | -7 | 1781 | · | 13 | 0.3 | -16 | -5 | 6 | 3
COc1ccccc1-n1cnnc1SCC(=O)Nc1cccc(S(=O)(=O)N2CCCCC2)c1 | 1 | -0.1 | 8 | 1426 | -0.73 | 2 | 0.4 | 11 | 0 | -1 | -3
O=C(CSc1ccc2nnc(-c3ccccn3)n2n1)Nc1ccc2c(c1)OCO2 | 2 | 1.3 | -4 | 1498 | · | 10 | -0.1 | -8 | 4 | 0 | 6
O=C(Nc1cccc(Cl)c1)Nc1nnc(CC2=CCCCC2)s1 | -4 | 1.6 | -6 | 1501 | · | -22 | 0.4 | 3 | -5 | -3 | 3
COc1cc2nc(CN3C(=O)c4ccccc4C3=O)oc(=O)c2cc1OC | 7 | 0.9 | -9 | 1552 | · | 8 | -1.9 | -17 | -3 | -3 | 5
COc1ccc(NS(=O)(=O)c2ccc(NC(C)=O)cc2)cc1OC | 11 | 1.0 | -3 | 1659 | · | 14 | -2.0 | 30 | 4 | -1 | 1
CN1/C(=C/C(=S)NC(=O)C2CCC2)C(C)(C)c2ccccc21 | -4 | -0.7 | 1 | 1563 | 0.018 | · | -0.8 | -6 | -5 | -1 | 10
CCCCCn1c(C(C)NC(=O)CCC)nc2ccccc21 (centres undefined) | 6 | -0.3 | 3 | 1616 | · | 0 | -1.3 | 2 | -2 | 4 | 7
Cc1ccccc1OCC(=O)OCC(=O)NCc1cccs1 | -2 | 4.0 | -8 | 1488 | 0.052 | 2 | -0.5 | -24 | -4 | 2 | 5
O=C(Nc1ccccc1)c1nccn1Cc1ccc(F)cc1 | 6 | -1.0 | 34 | 1652 | -1.9 | 12 | -2.6 | 11 | -2 | 4 | 3
CC1CCCCN1CCn1cnc2c([nH]c3ccccc32)c1=O (centres undefined) | -4 | 0.1 | 5 | 1491 | · | 12 | 0.1 | -1 | 3 | 3 | -2
